CAL PDZ FP-1: inhibitors of human CAL PDZ peptide binding | Q9HD26 | purified CAL PDZ, TMR-peptide fluorescence polarization, 1 h | inhibition, % at 20 µM | actives 0.02% (n = 330,000) | AID 504414;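 active = highest replicate inhibition of at least 40%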;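 note: plate controls were DMSO neutral control wells for no effect and unlabeled competitor peptide control wells for full effect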
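Test system: purified CerCALP PDZ construct; Compound dosing: one concentration, 20 µM compound; Also added: TMR-labelled reporter peptide T*-PRC34 bound in PDZ groove; Read-out: inhibition from polarization loss; Controls: unlabelled peptide and DMSO controls; Signal: FP readout, S and P plane fluorescence; Incubation: 1 h at RT.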
SR-BI uptake up: SR-BI HDL lipid transfer activation. CHO ldlA[mSR-BI] cells, DiI-HDL uptake fluorescence, 3 h; 100 = double the neutral-control signal. activation, % at 12.5 µM. actives 0.096% (n = 320,000). AID 504775;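 active = mean replicate activation of at least 60% and every replicate at or above 60%; inconclusive = mean or all-replicate condition met, but not both; inactive = mean below 60% and not all replicates reaching 60%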;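 note: 0% = median plate neutral-control signal and 100% = twice that signal; values of inactives mirror those of a sister screen read the other way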
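Material: SR-BI-overexpressing, LDLR-lacking CHO cells | Dosing: Single compound concentration, delivered by pin transfer | Probe or stimulus: Labelled HDL, 10 µg/mL | Signal: Bottom-read cell fluorescence after medium removal, ex 550/em 595 nm | Schedule: 3 h, 37 °C | Evaluation: HDL uptake via cellular fluorescence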
RTF Ca sens inh: cardiac RTF calcium desensitization; IANBD-labeled cardiac RTF, Ca2+ fluorescence; inhibition, % at 7.15 µM; actives 0.12% (n = 340,000); AID 493244;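 active = inhibition above the mean inhibition of all tested compounds plus 3 SD, cut at about 17% in these data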;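 note: assay run at fixed EC70 calcium of 1.6 mM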
RTF Ca sens act: increases calcium sensitivity of human cardiac regulated thin filaments. P19429+P45379. activation, % at 7.2 µM. actives 0.24% (n = 340,000). AID 493008. IANBD-labeled TnC RTF fluorescence at EC20 calcium; 0% EC20 calcium, 100% full calcium;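 active = activation above the mean over all tested compounds plus 3 SD, cut at about 30% in these data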;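 note: rise in fluorescence read as greater calcium sensitivity of cardiac thin filaments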
Keap1-Nrf2 PPI: Keap1-Nrf2 (human) interaction inhibition; Q14145; Keap1 Kelch-Nrf2 peptide fluorescence polarization, 1536-well; inhibition, % at 9.4 µM; actives 0.15% (n = 340,000); AID 504523; in the data active = inhibition above about 12%; inconclusive = no clear call, values can overlap the other calls; inactive = below about 7.3%;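 note: human Keap1 Kelch domain with fluorescein labeled Nrf2 9mer peptide probe; 0% = neutral control wells and 100% = peptide positive control; higher means more block of Keap1 binding to Nrf2 peptide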
PKA-R2B activ: activators of human PKA-R2B complex | P22694+P31323 | actives 0.079% (n = 340,000) | PKA-R2B holoenzyme dissociation, Cy5-IP20 fluorescence polarization; R2B truncated from residue 108, S112A mutant; 0% DMSO only, 100% 113 µM cGMP | activation, % at 11.4 µM;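 active = activation above a cutoff set at the mean over all compounds plus 3 SD, cut at about 18% in these data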;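 note: higher means more holoenzyme dissociation and a rise in polarization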
Rtt109 HAT inh: blocks Candida albicans Rtt109/Vps75 acetyltransferase activity. inhibition, % at 34.9 µM. actives 0.16% (n = 330,000). purified Rtt109/Vps75, ThioGlo CoA-SH fluorescence, 4 h. Q5AAJ8;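 active = inhibition of at least 50% in every replicate; inconclusive = best replicate reaches 50% inhibition but some replicates fall short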
Target sequence (Q5AAJ8 whole entry, looked up): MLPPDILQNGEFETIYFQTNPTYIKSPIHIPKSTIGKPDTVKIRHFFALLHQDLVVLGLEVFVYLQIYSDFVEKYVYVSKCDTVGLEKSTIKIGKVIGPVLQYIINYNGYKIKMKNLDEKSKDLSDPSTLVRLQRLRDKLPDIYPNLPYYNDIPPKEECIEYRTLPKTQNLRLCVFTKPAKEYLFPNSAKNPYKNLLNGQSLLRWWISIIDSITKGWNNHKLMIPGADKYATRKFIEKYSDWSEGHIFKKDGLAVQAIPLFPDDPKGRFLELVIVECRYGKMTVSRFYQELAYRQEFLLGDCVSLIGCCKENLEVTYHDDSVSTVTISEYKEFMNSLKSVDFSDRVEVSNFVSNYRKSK
DAGLB inh: diacylglycerol lipase beta (human) inhibition | Q8NCG7 | HEK293T DAGLB membrane lysate, EnzChek fluorogenic substrate | inhibition, % at 5.17 µM | actives 0.059% (n = 340,000); in the data active = inhibition above about 34%;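 note: 0% = enzyme with vehicle and 100% = wells lacking enzyme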
Target sequence (Q8NCG7 whole entry, looked up): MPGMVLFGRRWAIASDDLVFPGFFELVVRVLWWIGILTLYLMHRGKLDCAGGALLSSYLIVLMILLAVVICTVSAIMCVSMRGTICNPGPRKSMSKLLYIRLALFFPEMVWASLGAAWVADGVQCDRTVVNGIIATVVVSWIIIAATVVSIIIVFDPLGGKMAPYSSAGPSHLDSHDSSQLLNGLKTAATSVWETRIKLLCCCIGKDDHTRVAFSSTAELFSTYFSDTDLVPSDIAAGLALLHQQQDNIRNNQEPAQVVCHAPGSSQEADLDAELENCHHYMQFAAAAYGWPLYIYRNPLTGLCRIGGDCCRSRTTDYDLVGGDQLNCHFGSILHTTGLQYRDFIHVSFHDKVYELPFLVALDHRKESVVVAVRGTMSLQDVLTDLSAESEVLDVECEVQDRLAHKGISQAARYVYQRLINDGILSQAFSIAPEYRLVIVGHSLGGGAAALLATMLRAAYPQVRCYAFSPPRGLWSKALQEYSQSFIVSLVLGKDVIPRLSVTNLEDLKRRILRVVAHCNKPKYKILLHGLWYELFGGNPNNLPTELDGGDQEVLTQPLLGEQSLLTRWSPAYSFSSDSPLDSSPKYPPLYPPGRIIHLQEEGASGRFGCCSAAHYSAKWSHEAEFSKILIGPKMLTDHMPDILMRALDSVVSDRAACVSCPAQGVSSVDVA
CAL PDZ FP-2: inhibitors of human CAL PDZ peptide binding; Q9HD26; purified CAL PDZ, TMR-peptide fluorescence polarization, 1 h; inhibition, % at 24.9 µM; actives 0.92% (n = 300,000); AID 602252;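 active = mean inhibition of at least 30% with at least half of replicates also reaching 30%; inconclusive = no clear call, values can overlap the other calls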;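 note: 0% = DMSO neutral control and 100% = excess unlabeled competitor peptide PRC23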
C-LANA FP: blocks KSHV LANA C-terminal domain binding to DNA; MBP-C-LANA/FAM-LBS DNA binding, fluorescence polarization; inhibition, % at 9 µM; actives 0.078% (n = 340,000); AID 504423;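 active = highest replicate inhibition at or above 60% at 9 µM, even if other replicates fall short; inactive = all replicates below 60% inhibition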;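 note: 0% = neutral control wells and 100% = 4 µM acridine orange control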
An asterisk follows results filed as active; ? = inconclusive; nt = not tested or not shown.

SMILES | CAL PDZ FP-1 | SR-BI uptake up | RTF Ca sens inh | RTF Ca sens act | Keap1-Nrf2 PPI | PKA-R2B activ | Rtt109 HAT inh | DAGLB inh | CAL PDZ FP-2 | C-LANA FP
COc1cccc(NC(=O)CC2C(=O)NC3CCCCC3N2C(=O)c2ccccc2)c1 (stereo not drawn) | 0.6 | -6 | -6 | 2 | -2 | -13 | -5 | 0 | -1 | -2.0
O=C(NCc1ccc2[nH]c3c(c2c1)CCCC3)c1ccc(S(=O)(=O)N2CCCC2)cc1 | -0.1 | -37 | 2 | 5 | -6 | -21 | -5 | 0 | 6 | 1.9
CCN=C1SC(CC(=O)Nc2ccc(C)cc2)C(=O)N1CC (stereo not drawn) | -0.5 | -17 | -3 | -3 | 1 | 4 | 9 | -12 | -1 | 0.8
CC(C)N1CCC(NC(=O)NC2CCCCC2)CC1 | 0.3 | 17 | -17 | 3 | -5 | 2 | 0 | 1 | -4 | 1.0
Cc1ccc(CNC(=O)CN2C(=O)COc3ccc(C)cc32)cc1 | -1.3 | 11 | -6 | 3 | -1 | 9 | -5 | -2 | -2 | 1.2
Cn1c(=O)c2c(nc(SCC(=O)NCc3ccco3)n2C)n(C)c1=O | -3.2 | 30 | -3 | 13 | -6 | -11 | 0 | 1 | -1 | 0.9
Cc1nc2oc3ccc(F)cc3c(=O)c2cc1C(=O)O | -2.0 | -2 | -1 | 4 | -1 | -5 | nt | -4 | -4 | 1.4
O=C(Nc1cnn(Cc2ccc(F)cc2)c1)C(c1ccccc1)c1ccccc1 | 0.1 | 6 | -16 | 3 | -2 | -8 | 0 | 2 | nt | 0.0
CCN1CCN(CCCNC(=O)c2cc3sccc3n2CC)CC1 | 0.0 | -12 | -4 | 0 | -6 | 3 | 6 | -2 | nt | -0.4
Cc1nc2cc(C(F)(F)F)ccc2n1C1CCN(CC(=O)NC(C)(C)C)CC1 | -0.5 | 44 | -1 | 6 | 3 | 1 | -13 | 4 | 5 | 1.7
C=CC[C@@H](Cc1ccc(F)cc1)C(=O)OC[C@@H]1CCCN1C(=O)[C@@H](CC=C)CC(=O)N[C@H](CO)Cc1ccccc1 | 0.5 | -21 | 2 | 2 | -3 | -11 | -8 | -6 | -3 | 1.1
Cc1ccc([N+](=O)[O-])cc1S(=O)(=O)Nc1ccccn1 | -1.8 | -3 | -4 | 3 | -5 | 8 | -6 | 3 | 0 | -0.8
COc1c(N2CCN(C(=S)NCc3ccccc3)C(C)C2)c(F)cc2c(=O)c(C(=O)O)cn(C3CC3)c12 (stereo not drawn) | -1.3 | -35 | -2 | -6 | -2 | -8 | -6 | 1 | -5 | 0.3
COc1ccccc1Cn1c(=S)[nH]c2cc(C(=O)NCC3CCCO3)ccc2c1=O (stereo not drawn) | -2.3 | -24 | -3 | 4 | 2 | 11 | -1 | 0 | -4 | 0.9
C/C(=N\NC(N)=S)C1C2C3CC4C5CC(C42)C1C53 (stereo not drawn) | 0.3 | -83 | -15 | 2 | -4 | 8 | 0 | 0 | 27 | 0.7
O=C1CC2c3ccccc3C1C1C(=O)N(CCc3ccccc3)C(=O)C21 (stereo not drawn) | -1.6 | -8 | -10 | -2 | -5 | -4 | 15 | 0 | -3 | 0.2
CCN(CC)C(=O)c1cc2c(=O)oc3ccccc3c2s1 | -2.3 | 0 | -3 | -4 | -1 | 6 | -7 | 0 | nt | -2.3
COC(=O)c1cc(C(=O)c2c(C)cc3ccccn23)cc([N+](=O)[O-])c1 | -2.3 | nt | -11 | -7 | -1 | -4 | -8 | 4 | -3 | 1.1
CCN(CC)S(=O)(=O)c1cccc(-n2c(O)c(C=Nc3ccccc3C(=O)O)c3ccccc3c2=O)c1 | -2.4 | nt | -6 | -7 | 1 | 9 | 8 | 5 | -1 | -0.9
Cn1c(=O)[nH]c(=O)c2c1nc(CN1CCOCC1)n2Cc1ccc(F)cc1 | 1.3 | 20 | 3 | 7 | 1 | 2 | 1 | 2 | nt | 1.6
COc1ccc(N(C(=O)c2ccco2)C(C(=O)NC2CCCC2)c2ccc(N(C)C)cc2)cc1 (stereo not drawn) | -0.2 | 22 | -9 | -6 | -1 | -19 | -5 | 2 | -3 | 1.6
O=C(NCCc1ccccc1Cl)C1CC(=O)N(C2CCCCC2)C1 (stereo not drawn) | -0.6 | nt | -22 | 7 | -5 | -12 | -8 | -4 | -1 | 0.2
Cc1ccc(COC(=O)c2nn(C)c(=O)c3ccccc23)cc1 | 0.3 | 4 | 0 | -6 | 4 | 3 | 1 | -8 | -1 | -4.6
CN1C(=O)c2cccc3c(S(=O)(=O)N(C)C)ccc1c23 | -4.6 | 8 | -3 | 6 | 0 | -7 | 1 | 0 | -12 | -0.9
O=C(CSc1nnc(Cc2cccs2)n1C1CC1)NC1CCS(=O)(=O)C1 (stereo not drawn) | -0.9 | 2 | 3 | 4 | -1 | 0 | 18 | -3 | -1 | -3.8

(next part)
SMILES | CAL PDZ FP-1 | SR-BI uptake up | RTF Ca sens inh | RTF Ca sens act | Keap1-Nrf2 PPI | PKA-R2B activ | Rtt109 HAT inh | DAGLB inh | CAL PDZ FP-2 | C-LANA FP
N#Cc1ccc(N2CCOCC2)nc1 | -0.4 | 30 | -8 | 11 | -1 | -3 | -2 | 0 | -5 | 1.6
CC(C)C[C@H]1CNC(=S)N1CC1CCN(CCCC2CCCCC2)CC1 | -1.2 | -4 | 0 | 0 | -2 | 2 | 3 | -1 | -2 | -1.6
CC[C@@]12C(=O)N(c3cccc(Br)c3)C(=O)N1[C@H](c1ccc(Br)cc1)[C@@H]1C(=O)N(C(C)(C)C)C(=O)[C@@H]12 | -0.9 | -4 | -7 | 0 | -3 | 0 | 8 | -3 | -4 | -0.6
COc1ccc(C(=O)Nc2ccccn2)cc1S(=O)(=O)N1CCOCC1 | -2.5 | 28 | -2 | 0 | 4 | -2 | -1 | 4 | -3 | 0.4
CC(=O)N1CN(C2CCS(=O)(=O)C2)Cc2c1sc1c2CCCC1 (stereo not drawn) | 0.7 | -9 | -3 | 3 | 0 | 1 | 6 | 1 | -4 | -0.8
O=C1CC/C=C\C[C@@H](CC(=O)N(CCO)Cc2ccccc2)C(=O)NC[C@@H](c2ccccc2)O1 | -0.3 | 5 | 9 | 2 | -1 | -19 | -6 | -4 | -1 | 2.4
CC(=O)C1CCC2C3CC=C4CC(SC(=N)N)CCC4(C)C3CCC12C (stereo not drawn) | -4.0 | 39 | 5 | -4 | -2 | -10 | -1 | 6 | -8 | -2.5
COc1ccccc1CC(=O)N1CCN(c2cccc(Cl)c2)CC1 | 1.4 | 2 | -3 | 0 | -1 | 16 | 7 | -2 | 5 | 2.0
Cc1ccc(NC(=O)CNC(c2ccccc2)c2ccccc2)c(F)c1 | -1.9 | -23 | -6 | 0 | -3 | 0 | -6 | -10 | -1 | -1.0
Cc1nn(C)c(Oc2ccc(Cl)cc2)c1C(=O)Nc1ccc(F)cc1F | -0.3 | -17 | 3 | -6 | 1 | -5 | 0 | -3 | 1 | 0.8
CCOc1ccc(C(=O)N[C@H](C(=O)Nc2cccc(S(=O)(=O)N3CCOCC3)c2)C(C)C)cc1 | -1.7 | -31 | -11 | -10 | -6 | 2 | -16 | -6 | -3 | 0.8
CC(C)[C@H](NC(=O)OC(C)(C)C)c1nnc(S(=O)(=O)Cc2c(F)cccc2Cl)o1 | 0.1 | 22 | -9 | 1 | -38 | -3 | 1 | -7 | nt | -0.1
O=C1c2ccccc2C2NC(=O)C3(CCCCC3)N12 (stereo not drawn) | -4.2 | 27 | -12 | 7 | 3 | 2 | -4 | -2 | -1 | -1.8
CC(=O)Nc1ccc(S(=O)(=O)NCc2ccncc2)cc1 | -1.3 | 24 | -2 | -2 | 2 | -23 | -5 | 0 | nt | 2.1
CC1=C(/C=C/C(C)=C/C=C/C(C)=C/CO)C(C)(C)CCC1 | 0.3 | 2 | 5 | -1 | -8 | -10 | 14 | -2 | -2 | -0.6
CC(C)CN(C(=O)c1ccc(=O)n(C)n1)c1nc2ccccc2s1 | nt | -32 | -8 | 4 | 3 | 7 | ? | -5 | -3 | 0.3
COc1ccc(-n2c(=O)c(CCC(=O)N3CCN(c4ccccc4O)CC3)nc3ccccc32)cc1 | -1.4 | -21 | -5 | -16 | -2 | -9 | 10 | 3 | -1 | 1.1
COc1ccc(CNC(=O)CN(C(=O)c2snc(C(N)=O)c2N)c2ccc(OC)c(OC)c2)cc1 | -1.9 | nt | -6 | -1 | -3 | -4 | -5 | 3 | 1 | 0.4
CCOc1ccc(NC(=O)C2CCCN(S(=O)(=O)c3c(C)n[nH]c3C)C2)cc1 (stereo not drawn) | 0.1 | nt | -4 | 0 | 2 | 7 | -15 | 1 | -2 | -3.1
COc1ccc(S(=O)(=O)N2CCC(C(=O)NCCC3=CCCCC3)CC2)cc1OC | -0.5 | -14 | 3 | -1 | -1 | 6 | -2 | -2 | -4 | -1.4
COc1ccccc1C(=O)OCC(=O)NC1CCCC1 | nt | 6 | -8 | 5 | -4 | 2 | -5 | -3 | 4 | -0.1
NC(N)=Nc1nc(-c2ccccc2)c2cc(F)ccc2n1 | -5.2 | 1 | -1 | 0 | -4 | 2 | 2 | 1 | -7 | -6.6
O=C(c1cc(F)ccc1F)N1CCC(N2CCC(C(=O)N3CCCC3)CC2)CC1 | 0.1 | 19 | -7 | 2 | -8 | -3 | -12 | 5 | 3 | 3.5
CCOc1ccc(CCNC(=O)c2cc3ccccn3n2)cc1OCC | 0.1 | -13 | -14 | -5 | -3 | 1 | -9 | 0 | nt | -1.1
CCC(C(=O)OC)n1cnc2c(nnn2-c2ccc(F)cc2)c1=O (stereo not drawn) | -1.3 | 5 | -4 | 1 | 4 | 6 | 0 | 0 | nt | -0.4

Compound profiles (already shown).
Listed for Cc1nn(C)c(Oc2ccc(Cl)cc2)c1C(=O)Nc1ccc(F)cc1F → CAL PDZ FP-1: -0.3; SR-BI uptake up: -17; RTF Ca sens inh: 3; RTF Ca sens act: -6; Keap1-Nrf2 PPI: 1; PKA-R2B activ: -5; Rtt109 HAT inh: 0; DAGLB inh: -3; CAL PDZ FP-2: 1; C-LANA FP: 0.8
Listed for N#Cc1ccc(N2CCOCC2)nc1 → CAL PDZ FP-1: -0.4; SR-BI uptake up: 30; RTF Ca sens inh: -8; RTF Ca sens act: 11; Keap1-Nrf2 PPI: -1; PKA-R2B activ: -3; Rtt109 HAT inh: -2; DAGLB inh: 0; CAL PDZ FP-2: -5; C-LANA FP: 1.6

Source: PubChem

Random draw from the library; 1.6% or so of the library scored in one or more.
